Compound activity deposited in PubChem by several laboratories.
Shn3 inh set2 – reduces Shn3 3'UTR luciferase signal in osteoblasts; Clone20 osteoblast Shn3 3'UTR firefly luciferase, 24 h; inhibition, % at 12.5 µM; 0.52% of 360,000 active;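 active = mean inhibition of at least 75% with every replicate also reaching 75%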;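 note: 0% = median of neutral control wells and 100% = pilot-screen positive control compound; some compounds past the cut are filed as inactive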
TWEAK-Fn14 inh – TWEAK-Fn14 signaling inhibition; TWEAK-stimulated Fn14 reporter cells, luciferase luminescence, 8 h; 2% of 360,000 active; inhibition, % at 10 µM; in the data active = inhibition above about 50%
NR2E3 ag-1 – agonists of human NR2E3 nuclear receptor. Q9Y5X4. CHO-S Gal4-NCOR/VP16-NR2E3 two-hybrid, luciferase. inhibition of corepressor binding, % at 3.98 µM. 0.35% of 360,000 active. AID 602229;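 active = inhibition above the mean of all tested compounds plus 3 SD, cut at about 70% in these data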;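 note: 0% = DMSO with NR2E3 transfected cells and 100% = cells lacking NR2E3 construct; higher means lower luciferase signal from less NR2E3 corepressor binding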
Target sequence (Q9Y5X4 whole entry, looked up, the tested form may be a part): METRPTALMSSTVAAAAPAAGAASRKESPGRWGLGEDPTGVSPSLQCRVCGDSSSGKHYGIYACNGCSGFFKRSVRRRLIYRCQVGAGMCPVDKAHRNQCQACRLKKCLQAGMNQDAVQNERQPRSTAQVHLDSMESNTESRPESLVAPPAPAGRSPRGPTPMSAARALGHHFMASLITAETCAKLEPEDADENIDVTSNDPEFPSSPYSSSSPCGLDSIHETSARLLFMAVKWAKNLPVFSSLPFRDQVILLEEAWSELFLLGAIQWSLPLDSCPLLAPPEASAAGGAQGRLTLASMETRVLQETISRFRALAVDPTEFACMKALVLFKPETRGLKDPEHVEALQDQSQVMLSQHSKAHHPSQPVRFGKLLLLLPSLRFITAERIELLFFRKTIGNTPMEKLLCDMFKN
MITF TRPM1 inh – MITF TRPM1 promoter inhibition in SK-MEL-5 cells | inhibition, % at 12.5 µM | SK-MEL-5 TRPM1 promoter luciferase, 24 h | AID 488899 | 0.83% of 330,000 active;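 active = mean inhibition across replicates of 60% or more, whatever share of single replicates reaches that level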; note: values of inactives mirror those of a sister screen read the other way
NR2E3 ag-2 – agonists of human nuclear receptor NR2E3 | 0.12% of 320,000 active | AID 2300 | GST-NR2E3/biotin-RetCOR TR-FRET, 1536-well | inhibition of corepressor binding, % at 4.78 µM | Q9Y5X4;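 active = percent inhibition above the cutoff of mean plus 3 SD of all tested compounds, set per screening campaign, cut at about 20% in these data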;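 note: 0% = DMSO wells and 100% = biotin wells as full block of FRET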
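Assay system: NR2E3–RetCOR corepressor complex. Quantity: 1.35 nM GST-NR2E3. Buffer or medium: pH 7.5 Tris-based buffer. Reagent: biotinylated RetCOR corepressor at 7 nM final. Schedule: 5 h at 4 °C. Detection: TR-FRET, emission read at 617 and 671 nm. Replicates: one well per compound, singlicate testing.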
CF NFkB block – inhibitors of cystic fibrosis induced NF-kB. KKLEB NF-kB-GFP reporter, PAF-induced, GFP fluorescence overnight. inhibition, % at 5 µM. 0.86% of 360,000 active;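 active = at least 50% inhibition at 5 µM, scaled per plate between neutral and stimulator controls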;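 note: PAF is a Pseudomonas aeruginosa culture filtrate used as stimulus; plate controls were PAF-stimulated DMSO wells for no effect and unstimulated DMSO wells for full effect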
KKLEB cytotox – reduces viability of KKLEB cystic fibrosis airway cells | KKLEB CF airway cells viability, ATPlite luminescence, overnight; stronger effect = lower value; cells stimulated with P. aeruginosa culture filtrate | activity change (cytotoxicity), % at 5 µM | 0.36% of 360,000 active | AID 602141;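 active = corrected activity change at or below -50% at 5 µM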
aDG glyco act – alpha-DG glycosylation activation | Pro5-aDG cells, alpha-DG glycosylation AlphaScreen (IIH6); 0% Pro5, 100% B10-LARGE cell signal | activation, % at 10 µM | 0.22% of 360,000 active;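 active = activation of at least 8% versus controls, or a plate z-score of at least 8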;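 note: Pro5 are CHO cells carrying HIG-tagged alpha-DG that lacks glycosylation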
Peg3 promoter – reduces Peg3 promoter-driven luciferase expression in HeLa | HeLa PEG-Prom luciferase reporter, luminescence, overnight | AID 588405 | 1.7% of 360,000 active | inhibition, % at 20 µM;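 active = inhibition of at least 50% at 20 µM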
hiPSC survival – hiPSC single-cell survival enhancement | ATPlite luminescence; 100% = ROCK inhibitor wells, 0% = DMSO | survival enhancement, % at 20 µM | 0.044% of 360,000 active; in the data active = survival enhancement above about 18%;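 note: cells exposed to compounds for 16 hours before the ATP read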
HIF-2a inh – blocks HIF-2a reporter activity | 786-0 RCC cells HIF-2a reporter, luciferase luminescence, overnight | inhibition, % at 18.8 µM | 0.72% of 360,000 active | AID 624352;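 active = inhibition of the luminescence signal of 40% or more relative to plate controls, in a single-dose primary screen at 18.75 µM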
An asterisk follows results filed as active; x = no result given.

SMILES	Shn3 inh set2	TWEAK-Fn14 inh	NR2E3 ag-1	MITF TRPM1 inh	NR2E3 ag-2	CF NFkB block	KKLEB cytotox	aDG glyco act	Peg3 promoter	hiPSC survival	HIF-2a inh
CCOc1ccc(C(CC(=O)O)NC(=O)COc2ccc3ccccc3c2)cc1OC (stereo not given)	8	13	0	11	2	-9	12	0.0	-1	0.0	18
O=C(Nc1cccnc1)c1cc(-c2ccc(Cl)c(Cl)c2)on1	-31	-2	-41	-16	1	-2	-1	-0.2	-148	-0.4	-174
Cc1cccc(C)c1NC(=O)C1c2ccccc2OCC(=O)N1Cc1ccc2c(c1)OCO2 (stereo not given)	x	-7	-2	x	x	x	x	-0.1	x	-1.0	8
C#CCOCCOCCOCCNc1nc(N2CCN(C(=O)[C@H](CCCCN)n3cc(C(N)[C@H](C)CC)nn3)CC2)nc(N2CCN(C(=O)[C@H](CCC(=O)O)n3cc(C(N)[C@H](C)CC)nn3)CC2)n1 (stereo not given in full)	-4	3	10	-13	-1	-7	-2	0.2	-13	-1.7	3
COc1ccc2c(C)c(Cc3ccccc3)c(=O)oc2c1OC	66	18	-27	7	-7	2	-2	0.6	1	2.9	-33
CNC(=O)N1CCC(C(=O)c2c(C)c(C)c(C)c(C)c2C)CC1	1	12	3	11	-2	14	0	0.2	11	-0.9	18
COc1ccc(-c2nc(C#N)c(NCC3CCCO3)o2)cc1 (stereo not given)	-19	-6	-31	-18	1	0	-6	-0.1	-85	1.5	-112
C=CCCOc1ccccc1C(N)=O	2	-8	16	0	-3	0	6	0.0	-7	-0.2	12
CC1C(C)N(C(=O)CCCl)c2ccccc2N1C(=O)CCCl (stereo not given)	-5	-4	13	10	x	-10	-9	-0.3	8	4.8	15
NC(=O)C1(NC2CCCCC2)CCN(Cc2ccccc2)CC1	12	6	13	-5	x	-5	11	-0.1	-4	1.2	4
Cc1cccc(NC2=NC(=S)N(CC#N)C23CCCCC3)c1	1	-10	3	-5	1	3	-10	0.5	-10	-1.7	-9
CC(C)(C)SCCNS(=O)(=O)c1ccc(C#N)cc1	8	-19	5	-43	-1	8	1	-0.1	-2	-0.6	17
CCCc1ccc(S(=O)(=O)N2CCN(C(=O)c3cc(C)on3)CC2)cc1	6	24	-5	x	x	3	-4	0.5	4	5.2	-2
CSc1nc(N)c2cn[nH]c2n1	4	23	-35	6	x	7	9	0.1	1	2.5	3
CCCCNC(=S)N(Cc1c(C)noc1C)c1ccccc1	-2	-3	-8	-6	0	-13	-10	0.3	10	2.1	18
COCCNC(=O)NC(=O)COC(=O)c1ccc2[nH]c3c(c2c1)CCCC3	15	4	-12	11	6	7	-2	0.0	-13	0.6	-13
CC1CCCN(C(=O)CSCC(=O)Nc2nc(-c3cccs3)cs2)C1 (stereo not given)	-45	38	-38	-1	-1	-6	-18	-0.2	-62	0.7	-75
O=C(NCc1ccc(F)cc1)C1CCCN(S(=O)(=O)c2cccc3nsnc23)C1 (stereo not given)	8	3	4	-7	2	3	-19	0.2	12	-0.4	7
COc1ccc(CN2C(=O)C(O)(CC(=O)c3c(C)n[nH]c3C)c3ccccc32)cc1OC (stereo not given)	0	-1	-10	2	2	3	7	0.1	12	-2.1	19
Cc1cc(S(=O)(=O)Nc2ncnc3sccc23)ccc1F	-16	18	-25	x	x	9	12	-0.1	-1	-1.8	7
COc1ccc(OC)c(Nc2ncnc3sccc23)c1	-7	-1	2	8	0	18	-12	0.6	-9	-0.5	-14
Cc1cc(C(=O)Nc2c(C)cccc2C)n(-c2ccccc2)n1	5	-3	1	x	-2	-9	-3	0.1	10	0.2	-6
COC(=O)COC(=O)c1ccc(Oc2nc(OC)nc(N(C)C)n2)cc1	5	4	14	-14	-1	-5	-4	-0.2	-1	1.4	15
Cc1cc(C)cc(N(C(=O)c2ccccn2)C(C(=O)NC2CCCCC2)c2ccncc2)c1 (stereo not given)	-7	3	-9	-4	x	4	-7	-0.2	-6	-0.3	-4
CCN(CC)C(=O)c1sc2[nH]c(=S)n(-c3ccccc3)c(=O)c2c1C	-17	9	-6	-3	4	-14	5	-0.4	-9	-2.9	-17
Cc1ccc(NC(=O)NN2CCN(C)CC2)cc1C	8	-2	-5	-8	x	-10	5	-0.1	-10	0.2	-20
COc1ccc([N+](=O)[O-])c(O)c1C(C)=O	-23	0	-26	8	x	-20	0	0.0	10	4.0	9
CCc1ccccc1NC(=O)Cn1nc(C(F)(F)F)cc1C1CC1	-13	-24	2	2	0	-2	-11	0.2	12	-2.7	4
O=C(COC(=O)Cc1c[nH]c2ccccc12)Nc1cc(S(=O)(=O)N2CCOCC2)ccc1Cl	10	5	4	12	x	4	12	1.1	2	1.2	18
Nc1nc2ccc(Cl)cc2o1	3	14	1	-2	x	6	1	-0.1	-1	-0.8	-8
CCNc1ncnc2c1cnn2C	-13	3	-30	-15	2	-16	-4	-0.2	2	0.2	17
CC(SCC(=O)O)c1nc2ccccc2[nH]1 (stereo not given)	20	-12	-24	-1	-1	11	-3	0.0	8	0.0	21
O=C(CCCCCN1C(=O)[C@@H]2Cc3ccccc3CN2C1=O)Nc1cccc(F)c1	16	9	-22	0	-1	0	-7	0.0	8	-0.1	-14
Cc1ccc(/C=C2/C(=O)N=C(N)N2C)s1	-7	0	-9	-1	-5	0	14	0.2	12	0.8	-3
CCN(CC)S(=O)(=O)c1ccc(C(=O)Nc2cccc(C)c2)cc1	-11	-7	-5	-19	1	5	-3	0.1	-33	0.0	-88
O=C(COc1ccccc1)Nc1cc(C(F)(F)F)ccc1N1CCCC1	2	12	8	16	3	1	-2	0.0	-12	7.9	27
CCSc1nc2c(c(=O)n1-c1ccc(F)cc1)SCC2	8	23	0	8	0	3	-4	-0.1	17	-0.9	10
COC(C[C@H]1O[C@H]1C(=O)[C@@H](C)OCc1ccccc1)OC	9	11	-13	-2	2	-10	3	0.1	-3	6.1	0
COc1ccc(CCNC(=O)CCc2cc(OC)c(OC)c(OC)c2)cc1OC	0	11	23	6	0	7	3	0.1	-8	-0.3	6
Cc1nonc1OCCn1nnnc1N	-3	-3	-10	4	3	-5	0	0.1	7	1.2	22
Cc1c(N(C)S(=O)(=O)c2cc(C(=O)Nc3ccccn3)ccc2Cl)c(=O)n(-c2ccccc2)n1C	-4	12	-7	10	0	-18	13	-0.1	4	1.7	4
COc1ccc(C#Cc2c(-c3ccccc3)n(-c3ccccc3)c3ccc(CO)cc23)cc1	3	-2	13	7	x	16	-14	0.2	41	1.2	6
COc1ccc(NC(=O)CCS(=O)(=O)c2ccc3nc(C)sc3c2)cc1OC	-10	-6	-21	x	-1	0	-4	0.1	14	-2.2	2
CC(Oc1cc2oc(=O)c3c(c2cc1Cl)CCCC3)C(=O)NCC1CCC(C(=O)O)CC1 (stereo not given)	-7	-6	-1	-6	2	-10	14	0.0	7	-0.1	5
CNC[C@H]1Oc2c(NC(=O)c3ccc(-c4nccs4)cc3)cccc2C(=O)N([C@@H](C)CO)C[C@@H]1C	-4	-8	-9	-15	x	-16	-3	-0.1	-1	3.4	3
COc1ccc(CC(=O)N2N=C(C)CC2(O)c2cccnc2)cc1 (stereo not given)	-3	2	-34	-7	0	-4	2	-0.1	6	-2.9	14
C=CCn1c(SCC(=O)NCC2CCCO2)nc2c([nH]c3ccccc32)c1=O (stereo not given)	-11	5	-17	25	1	-19	6	0.1	21	-0.4	10
C=CCN(c1cccc(C(F)(F)F)c1)S(=O)(=O)c1cccc(C(=O)OCC(=O)NC)c1	-12	3	0	1	4	2	1	0.1	9	1.2	10
CC(=O)[C@@H]1[C@@H]2C(=O)N(c3ccccc3F)C(=O)[C@@H]2[C@H]2c3ccccc3C=NN12	-8	1	-39	x	1	11	-11	-0.1	-2	0.3	-10
COCCN(C(=O)CNC(=O)c1ccco1)C(C(=O)NC1CCCC1)c1cccc(OC)c1 (stereo not given)	0	-2	-10	-7	2	-4	6	0.1	7	0.3	12

(next part)
SMILES	Shn3 inh set2	TWEAK-Fn14 inh	NR2E3 ag-1	MITF TRPM1 inh	NR2E3 ag-2	CF NFkB block	KKLEB cytotox	aDG glyco act	Peg3 promoter	hiPSC survival	HIF-2a inh
Cc1ccc(CN(C)C(=O)COC(=O)CSc2ccc([N+](=O)[O-])cc2)cc1	-2	-2	-13	2	1	-1	-1	0.1	-1	0.3	15
O=C(/C=C/c1cccc(Br)c1)NCC1CCCCC1	14	-19	-47	13	-5	16	8	-0.1	-32	3.3	-70
CCCCC[C@H]1CN(Cc2ccc(OC)cc2)C(=O)[C@@H]1CC(=O)NCc1ccccc1	89*	-4	29	52	2	-7	-11	0.2	15	1.2	6
COc1ccc(C(=O)NCC2CCCN2S(=O)(=O)c2cccs2)cc1 (stereo not given)	-3	2	-8	-13	2	-19	28	0.0	-20	0.1	-3
COc1cccc(NC(=O)CN(C)CC(=O)Nc2ccc(C)c([N+](=O)[O-])c2)c1	38	39	-4	-15	1	66*	0	0.7	8	0.7	2
CN(C)C(CNC(=O)CSc1nc2ccccc2c(=O)n1Cc1ccco1)c1ccccc1 (stereo not given)	9	10	13	14	0	-4	3	0.2	-4	-0.3	-10
CC(C)[C@@H](N)C(=O)N/N=C/c1ccc2ncccc2c1	-5	13	-31	2	0	10	2	0.0	-7	-0.4	-3
COc1cc(N(C(=O)Cc2cccs2)C(C(=O)NC2CCCCC2)c2ccc(C)cc2)ccc1-n1cnnn1 (stereo not given)	21	-8	-9	1	2	67*	-56*	-0.2	3	-0.9	17
OC1CCN(c2c3c(nc4cc(-c5ccc(Cl)cc5)nn24)CCC3)CC1	14	21	-14	-14	3	33	-26	-0.1	-44	3.3	-42
O=C(Cc1c(F)cccc1Cl)Nc1ccccc1N1CCCCC1	-15	21	-26	3	3	18	2	0.2	16	0.2	25
CCn1c(=O)c(C(=O)Nc2ccccc2S(N)(=O)=O)c(O)c2ccccc21	0	-30	-49	-29	3	2	6	-0.1	-58	0.5	-66
Cc1nnc(SCc2nnc(-c3ccc(Cl)cc3)o2)n1-c1ccccc1	-8	-36	-7	-13	0	-6	8	0.0	-24	-0.4	-111
O=C(CSc1nnc(NC(=O)c2ccccc2)s1)NC1CCCC1	-28	17	-11	-28	5	3	-2	0.0	-136	-0.4	-61
COc1ccccc1NS(=O)(=O)c1cccc(C(=O)N/N=C2\CC(=O)CC(C)(C)C2)c1	4	-2	-1	5	1	-34	11	-0.2	-5	1.6	12

Another view of part of the listing above:
Values run as follows: Shn3 inh set2 | TWEAK-Fn14 inh | NR2E3 ag-1 | MITF TRPM1 inh | NR2E3 ag-2 | CF NFkB block | KKLEB cytotox | aDG glyco act | Peg3 promoter | hiPSC survival | HIF-2a inh
> CCn1c(=O)c(C(=O)Nc2ccccc2S(N)(=O)=O)c(O)c2ccccc21
→ 0 | -30 | -49 | -29 | 3 | 2 | 6 | -0.1 | -58 | 0.5 | -66
> Cc1nnc(SCc2nnc(-c3ccc(Cl)cc3)o2)n1-c1ccccc1
→ -8 | -36 | -7 | -13 | 0 | -6 | 8 | 0.0 | -24 | -0.4 | -111
